Bioassay records from PubChem.
pAkt inh: inhibitors of Akt phosphorylation | AID 651550 | activity change, % for hits at 50 µM | 360,000 compounds, 0.32% hits | Neuro2A IGF-stimulated pAkt S473 HTRF, 20 min; active compounds read low; in the data active = activity change below about -80%; inconclusive = mostly about -51% to -80%; also: % is scaled to controls: 0 for no effect and ±100 for the full control effect
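Single-point screen (50 µM final compound) in Neuro2A cells stimulated 20 min with 6 nM IGF at 37 deg C. After lysis, Ser473-phosphorylated Akt read by HTRF (ex 330 nm, em 615/665 nm) as the 665/615 ratio.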
CCT modulator: cytosolic chaperonin activity modulation; purified chaperonin ATPase assay, HTRF ADP detection, 30 min; activity change, % (test concentration not listed), hits read low; 360,000 compounds, 0.3% hits; in the data active = activity change below about -30%; also: % is scaled to controls: 0 for no effect and ±100 for the full control effect
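We incubate TRiC, 40 or 20 nM final, with library compounds at 76 uM and 10 uM ATP for 30 min at 37 °C. ADP formed is detected with Transcreener HTRF reagents after 30 min at room temperature.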
MmCpn inh: inhibitors of Methanococcus maripaludis chaperonin (MmCpn); purified Mm-Cpn ATPase, ADP Transcreener TR-FRET; Potency, µM (top dose mostly 76.9 µM), for inactives: top-dose activity, negative = inhibition, usual class: inhibitors; 330,000 compounds, 0.031% hits; AID 504842; also: potency is read from the fitted curve at half-maximal effect; % is scaled to controls: 0 for no effect and ±100 for the full control effect; nearly all actives have a fitted effect of over 80% in size
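25 nM Mm-CPN + cpd, 10 min 37°C; + 10 uM ATP, 30 min 37°C; buffer 30 mM Tris pH 7.4, 100 mM KCl, 5 mM MgCl2, 1 mM DTT; Transcreener ADP HTRF detection 30 min RT.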
EPAC2 antagonist: blocks human EPAC2 exchange factor | Q8WZA2 | EPAC2 GEF exchange of Rap1B-BODIPY-GDP, fluorescence | Potency, µM (titrated, usually from 114 µM), without a hit: at the top dose activity, negative = inhibition, usual class: inhibitors | 360,000 compounds, 0.18% hits; also: potency is read from the fitted curve at half-maximal effect; % is scaled to controls: 0 for no effect and ±100 for the full control effect; nearly all actives have a fitted effect of over 45% in size; many of its hits are not listed in these tables
Target sequence (Q8WZA2 whole entry, looked up): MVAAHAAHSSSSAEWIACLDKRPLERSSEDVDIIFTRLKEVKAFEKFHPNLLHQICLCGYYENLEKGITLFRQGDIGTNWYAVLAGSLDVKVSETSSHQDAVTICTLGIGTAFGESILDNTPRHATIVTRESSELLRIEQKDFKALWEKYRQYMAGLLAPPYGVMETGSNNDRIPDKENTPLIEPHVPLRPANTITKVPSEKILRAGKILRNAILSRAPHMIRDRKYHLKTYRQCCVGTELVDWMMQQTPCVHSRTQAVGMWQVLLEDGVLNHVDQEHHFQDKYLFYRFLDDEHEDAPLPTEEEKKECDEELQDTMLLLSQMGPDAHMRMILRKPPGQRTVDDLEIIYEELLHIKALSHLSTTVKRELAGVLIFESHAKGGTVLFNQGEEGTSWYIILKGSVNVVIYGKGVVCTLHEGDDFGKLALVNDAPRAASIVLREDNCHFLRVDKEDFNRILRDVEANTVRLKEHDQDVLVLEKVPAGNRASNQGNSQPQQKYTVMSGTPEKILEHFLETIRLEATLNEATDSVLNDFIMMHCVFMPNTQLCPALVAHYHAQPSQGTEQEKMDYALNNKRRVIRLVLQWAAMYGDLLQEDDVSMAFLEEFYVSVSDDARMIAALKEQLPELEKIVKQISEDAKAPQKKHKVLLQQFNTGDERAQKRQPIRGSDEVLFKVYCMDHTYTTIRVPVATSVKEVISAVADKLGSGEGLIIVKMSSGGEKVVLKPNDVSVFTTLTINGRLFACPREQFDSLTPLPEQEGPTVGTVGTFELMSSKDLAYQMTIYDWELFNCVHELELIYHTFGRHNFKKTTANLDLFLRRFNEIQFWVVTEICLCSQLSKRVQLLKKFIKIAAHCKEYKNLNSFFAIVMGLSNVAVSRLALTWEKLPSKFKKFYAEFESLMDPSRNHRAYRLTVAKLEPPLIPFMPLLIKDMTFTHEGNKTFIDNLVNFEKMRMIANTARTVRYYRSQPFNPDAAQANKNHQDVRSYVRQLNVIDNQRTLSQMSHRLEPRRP
PTHR1 ag: PTHR1 (human) receptor agonism | HEK293 GP2 PTHR1 cells, GloSensor cAMP luminescence, 1 h | AID 743266 | Q03431 | 410,000 compounds, 0.075% hits | Potency, µM (doses to about 115 µM), without a hit: at the top dose activation, usual class: activators; also: potency is read from the fitted curve at half-maximal effect; nearly all actives have a fitted effect of over 55% in size; some results filed as inactive show a strong effect at the top dose; inactives centre near -15; many of its hits are not listed in these tables
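HEK-293-derived GP2 cells expressing PTHR1 and a GloSensor cAMP reporter, 3,000/well, plated overnight, given luciferin plus IBMX (each 0.5 mM as added) for 1 h at 37 °C, then compound for 1 h at 37 °C. Luminescence was read after 15 min at room temperature.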
D3 antag: blocks the human D3 dopamine receptor. D3R cells, DiscoveRx beta-arrestin luminescence, antagonist mode; active compounds read low. max response, negative = inhibition, %. 360,000 compounds, 2.5% hits; in the data active = max response below about -50%; inconclusive = no clear call, values can overlap the other calls; also: % is scaled to controls: 0 for no effect and ±100 for the full control effect; mostly tested at two doses, the higher about 12 µM
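Cells plated overnight at 1500 cells/well, then exposed to library compounds with dopamine controls for 90 minutes at 37 degrees C. DiscoveRx reagent added for 30–60 minutes at room temperature; luminescence read, quantitative HTS format.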
EPAC2 ag: EPAC2 (human) agonism | Potency, µM (top dose mostly 154 µM), inactives show at the highest dose activation, most hits filed as activators | Q8WZA2 | EPAC2 activation, biochemical qHTS; response scale: 100% = 6.5 mM cAMP response | 360,000 compounds, 0.079% hits; also: potency is read from the fitted curve at half-maximal effect; nearly all actives have a fitted effect of over 50% in size
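Setup: EPAC2 100 nM, labeled Rap1B complex 250 nM, free GDP 50 uM. Compound titrations pinned in, brief spin, 5 min room temperature incubation. Kinetic fluorescence read over 30 min, normalized to 6.5 mM cAMP.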
D3 ag: D3 dopamine receptor (human) agonism | AID 652048 | max activation, % | 410,000 compounds, 0.58% hits | P35462 | D3R DiscoveRx beta-arrestin cells, luminescence, 90 min; in the data active = max activation above about 30%; also: 0% is about no effect; mostly tested at two doses, the higher about 12 µM
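Agonist mode: compounds and dopamine controls were applied to plated cells for 90 min at 37 degrees C after an overnight attachment at 1500 cells/well. Luminescent read-out followed 30 - 60 minutes at room temperature with DiscoveRx detection reagent.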
* marks the source's active call; other numbers are inactive results; [ ] = remark or other dose. Unless noted, calls follow the shape of the dose curve; as a rule, active = well fitted curve in the direction sought with a large enough effect; inconclusive = small, poorly fitted or top-dose-only effect, or another doubt; inactive = no such curve, though single readings can be large; an effect the other way counts as inactive or inconclusive. Not all compounds are listed, so the mix of outcomes need not match the whole.

What do the screens show for `Cc1ccc(NC(=O)CN2C(=O)NC(Cc3c[nH]c4ccccc34)C2=O)cc1S(=O)(=O)N1CCCCC1` (stereo not drawn)?
pAkt inh: inactive; CCT modulator: -1.0; MmCpn inh: -1%; EPAC2 antagonist: -3%; PTHR1 ag: -31%[inhibitor]; D3 antag: 4; EPAC2 ag: -4%; D3 ag: 1

How did O=C(NNC(=O)C1CCN(S(=O)(=O)c2ccc(Cl)cc2)CC1)c1ccccc1O do in these assays?
pAkt inh: inactive; CCT modulator: 0.4; MmCpn inh: -5%; EPAC2 antagonist: -11%; PTHR1 ag: -18%; D3 antag: 9; EPAC2 ag: 3%; D3 ag: 8

How did CCCCNC(=O)C1CC(=O)N(C2CCCC2)C1 (stereo not drawn) do in these assays?
pAkt inh: inactive; CCT modulator: -2.3; MmCpn inh: 0%; EPAC2 antagonist: -2%; PTHR1 ag: inactive; D3 antag: -7; EPAC2 ag: 10%; D3 ag: 6

How did CS(=O)(=O)c1ccc(C(=O)OCC(=O)Nc2cccc(S(=O)(=O)N3CCCC3)c2)cc1 do in these assays?
pAkt inh: inactive; CCT modulator: 1.8; MmCpn inh: 1%; EPAC2 antagonist: 0%; PTHR1 ag: inactive; D3 antag: 4; EPAC2 ag: 6%; D3 ag: 9

Results for Cc1ccc(C(=O)Nc2ccccc2N2CCCCC2)cc1 ?
pAkt inh: inactive; CCT modulator: -0.3; MmCpn inh: 0%; EPAC2 antagonist: -16%; PTHR1 ag: -4%; D3 antag: -3; EPAC2 ag: 17%; D3 ag: 2

What do the screens show for `Cc1noc(C)c1COc1ccccc1C(=O)NNC(=O)c1ccccc1`?
pAkt inh: inactive; CCT modulator: 0.0; MmCpn inh: 0%; EPAC2 antagonist: -5%; PTHR1 ag: inactive; D3 antag: 4; EPAC2 ag: 0%; D3 ag: -4

Results for CCC(=O)Nc1ccc(Oc2ccc3c(c2)C(=O)NC3=O)cc1 ?
pAkt inh: inactive; CCT modulator: 0.5; MmCpn inh: -2%; EPAC2 antagonist: 20%; PTHR1 ag: -16%[57.5 µM]; D3 antag: 0; EPAC2 ag: 0%; D3 ag: -6

What do the screens show for `CCOC(=O)Nc1sc(C)c(C)c1C(=O)OCC`?
pAkt inh: inactive; CCT modulator: -0.3; MmCpn inh: 2%; EPAC2 antagonist: -17%; PTHR1 ag: inactive; D3 antag: 8; EPAC2 ag: 5%; D3 ag: -2

How did O=C(C1CC1)N1CCc2cc(S(=O)(=O)N3CCCc4ccccc43)ccc21 do in these assays?
pAkt inh: inactive; CCT modulator: 1.5; MmCpn inh: -5%; EPAC2 antagonist: 3%; PTHR1 ag: -95%[inhibitor]; D3 antag: -25; EPAC2 ag: 2%; D3 ag: -5

How did C=CCOc1ccc(/C=C/C(=O)OCC(=O)NCC2CCCCC2)cc1 do in these assays?
pAkt inh: inactive; CCT modulator: 0.1; MmCpn inh: -1%; EPAC2 antagonist: 21%; PTHR1 ag: inactive; D3 antag: 2; EPAC2 ag: 2%; D3 ag: -1

Filtered by structure, the compounds so far containing nitrogen in an aromatic ring.
What do the screens show for `Cc1ccc(NC(=O)CN2C(=O)NC(Cc3c[nH]c4ccccc34)C2=O)cc1S(=O)(=O)N1CCCCC1` (stereo not drawn)?
pAkt inh: inactive; CCT modulator: -1.0; MmCpn inh: -1%; EPAC2 antagonist: -3%; PTHR1 ag: -31%[inhibitor]; D3 antag: 4; EPAC2 ag: -4%; D3 ag: 1

What do the screens show for `Cc1noc(C)c1COc1ccccc1C(=O)NNC(=O)c1ccccc1`?
pAkt inh: inactive; CCT modulator: 0.0; MmCpn inh: 0%; EPAC2 antagonist: -5%; PTHR1 ag: inactive; D3 antag: 4; EPAC2 ag: 0%; D3 ag: -4

New compounds follow
Results for COCCN1C(=O)c2ccccc2C(C(=O)N2CCN(c3ccccc3)CC2)C1c1ccc(F)cc1 (stereo not drawn) ?
pAkt inh: inactive; CCT modulator: -2.7; MmCpn inh: 1%; EPAC2 antagonist: -3%; PTHR1 ag: inactive; D3 antag: -9; EPAC2 ag: 4%; D3 ag: -2

What do the screens show for `COc1ccc(NC2CCCN(C(=O)CN3C(=O)c4ccccc4C3=O)C2)cc1OC` (stereo not drawn)?
pAkt inh: inactive; CCT modulator: 1.9; MmCpn inh: -2%; EPAC2 antagonist: -3%; PTHR1 ag: -26%; D3 antag: 27; EPAC2 ag: -6%; D3 ag: -10

What do the screens show for `CCC(C)C(=O)Nc1nc(C)c(-c2csc(Nc3cc(Cl)ccc3OC)n2)s1` (stereo not drawn)?
pAkt inh: inactive; CCT modulator: -0.6; MmCpn inh: inconclusive; EPAC2 antagonist: 10%; PTHR1 ag: -25%; D3 antag: 2; EPAC2 ag: 2%; D3 ag: 48*

Results for COc1cccc(C(=O)N(CN2CCCC2=O)c2cccc(Cl)c2)c1 ?
pAkt inh: inactive; CCT modulator: -2.6; MmCpn inh: 0%; EPAC2 antagonist: 21%; PTHR1 ag: inactive; D3 antag: -7; EPAC2 ag: 6%; D3 ag: -3

Results for C[C@@H]1COC(=O)[C@H](Cc2ccc(F)cc2)C/C=C\C[C@@H](CC(=O)N[C@H](CO)Cc2ccccc2)C(=O)N1 ?
pAkt inh: inactive; CCT modulator: -1.4; MmCpn inh: 2%; EPAC2 antagonist: -21%; PTHR1 ag: inactive; D3 antag: -2; EPAC2 ag: -8%; D3 ag: -6

How did O=[N+]([O-])c1cc([N+](=O)[O-])c(Oc2c(F)cccc2F)cc1NN1CCCCC1 do in these assays?
pAkt inh: inactive; CCT modulator: -1.4; MmCpn inh: 0%; EPAC2 antagonist: -30%; PTHR1 ag: inactive; D3 antag: 23; EPAC2 ag: 0%; D3 ag: -18

Results for O=C(Nc1cccc([N+](=O)[O-])c1)N1CCN(c2ccccc2)CC1 ?
pAkt inh: inactive; CCT modulator: -0.4; MmCpn inh: 1%; EPAC2 antagonist: 2%; PTHR1 ag: inactive; D3 antag: -14; EPAC2 ag: -2%; D3 ag: -15

How did O=C(NCC(c1cccs1)N1CCOCC1)c1ccc(Cl)s1 (stereo not drawn) do in these assays?
pAkt inh: inactive; CCT modulator: -1.4; MmCpn inh: -1%; EPAC2 antagonist: -4%; PTHR1 ag: inactive; D3 antag: inconclusive; EPAC2 ag: 11%; D3 ag: -15

How did Cc1ccc(NC(=O)CCn2cccc2)cc1C do in these assays?
pAkt inh: inactive; CCT modulator: 0.0; MmCpn inh: 1%; EPAC2 antagonist: -5%; PTHR1 ag: -15%[57.5 µM]; D3 antag: -19; EPAC2 ag: 3%; D3 ag: -4

How did O=C(CCn1c(=O)c2ccccc2n(Cc2ccccc2)c1=O)NCc1ccc2c(c1)OCO2 do in these assays?
pAkt inh: inactive; CCT modulator: -1.1; MmCpn inh: -2%; EPAC2 antagonist: 1%; PTHR1 ag: -4%; D3 antag: inconclusive; EPAC2 ag: 1%; D3 ag: 4

Results for COCCn1c(SCC(=O)NC2CC2)nnc1-c1ccco1 ?
pAkt inh: inactive; CCT modulator: -0.1; MmCpn inh: 1%; EPAC2 antagonist: 2%; PTHR1 ag: inactive; D3 antag: 11; EPAC2 ag: 4%; D3 ag: 0

What do the screens show for `COc1cc(C(=O)Nc2cccc(-c3cn4cccnc4n3)c2)cc(OC)c1OC`?
pAkt inh: inactive; CCT modulator: -0.5; MmCpn inh: -1%; EPAC2 antagonist: 1%; PTHR1 ag: 4%; D3 antag: 9; EPAC2 ag: 0%; D3 ag: -13

What do the screens show for `CN(C)C(=S)N=c1ssc(=S)n1Cc1cccnc1`?
pAkt inh: inactive; CCT modulator: 0.3; EPAC2 antagonist: 9%; PTHR1 ag: -15%; D3 antag: 30; EPAC2 ag: 5%; D3 ag: 6

What do the screens show for `O=C(Nc1nc(-c2cccnc2)cs1)c1cccc([N+](=O)[O-])c1`?
pAkt inh: inactive; CCT modulator: 1.2; MmCpn inh: -2%; EPAC2 antagonist: -7%; PTHR1 ag: inactive; D3 antag: 10; EPAC2 ag: -2%; D3 ag: 4

What do the screens show for `CC1(c2nnnn2-c2ccc3c(c2)OCCO3)CCC(=O)N1CCc1ccccc1F` (stereo not drawn)?
pAkt inh: inactive; CCT modulator: -0.4; EPAC2 antagonist: 2%; PTHR1 ag: inactive; D3 antag: 14; EPAC2 ag: 8%; D3 ag: 5

How did COC(=O)c1cn(NC(=O)C2CCCO2)c(=O)c2ccccc12 (stereo not drawn) do in these assays?
pAkt inh: inactive; CCT modulator: -2.0; MmCpn inh: 1%; EPAC2 antagonist: -2%; PTHR1 ag: inactive; D3 antag: 12; EPAC2 ag: 2%; D3 ag: -2

What do the screens show for `O=C(c1ccco1)N1CCN(S(=O)(=O)c2ccc3c(c2)CCN3C(=O)C2CC2)CC1`?
pAkt inh: inactive; CCT modulator: -0.1; MmCpn inh: 2%; EPAC2 antagonist: 7%; PTHR1 ag: -16%[57.5 µM]; D3 antag: -3; EPAC2 ag: 3%; D3 ag: 3

Results for O=S(=O)(c1ccc(F)cc1)N1CCN(c2ncccn2)CC1 ?
pAkt inh: inactive; CCT modulator: -0.1; MmCpn inh: 1%; EPAC2 antagonist: -3%; PTHR1 ag: -15%; D3 antag: -4; EPAC2 ag: -1%; D3 ag: 0

How did Cc1cc(C(F)(F)F)c(C#N)c(SCC(=O)NC(C)(C)C)n1 do in these assays?
pAkt inh: inactive; CCT modulator: 2.6; MmCpn inh: 0%; EPAC2 antagonist: 9%; PTHR1 ag: inactive; D3 antag: -12; EPAC2 ag: 4%; D3 ag: -1

Results for COc1ccc(NC(=O)N2C3CCCC2CC(NC(=O)c2ccccc2)C3)cc1 (stereo not drawn) ?
pAkt inh: inactive; CCT modulator: 1.0; MmCpn inh: -1%; EPAC2 antagonist: -4%; PTHR1 ag: -16%; D3 antag: 0; EPAC2 ag: 5%; D3 ag: -6
